Screening results (PubChem BioAssay)
GPR55 activation: selective activators of receptor GPR55 – imaging, U2OS cells, beta-arrestin-GFP redistribution, primary screen (AID 1961); U2OS GPR55 beta-arrestin-GFP redistribution imaging; higher % means a stronger effect; 0.048% of 290,000 active; one-dose activation, % at 10 µM; EC50 in µM for titrated hits;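 active = activation above 40% with more than 50 cells counted in the well; inconclusive = wells holding fewer than 50 cells, flagged as toxic or sparse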;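 note: U2OS osteosarcoma cells stably expressing GPR55 and beta-arrestin-GFP; plate controls were DMSO negative control for no effect and LPI positive control for full effect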
GPR55 LPI antagonism: GPR55 antagonists blocking LPI-driven arrestin recruitment, primary screen, imaging, U2OS, beta-arrestin-GFP, LPI agonist (AID 2013); U2OS GPR55 beta-arrestin-GFP translocation imaging, LPI antagonism; higher % means a stronger effect; inhibition, % at 10 µM, or IC50 in µM where a hit was titrated; 0.13% of 290,000 active;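 active = spots per cell inhibited over 60%, with over 100 cells counted and total cytoplasm intensity under 500,000; inconclusive = wells with under 100 cells, flagged as likely toxic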;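 note: U2OS cells stably carrying GPR55 and arrestin-GFP stimulated by 5 µM LPI near EC80; imaged beta-arrestin-GFP aggregate spots per cell after agonist stimulation; plate controls were LPI-stimulated DMSO wells for no effect and DMSO wells without LPI for full effect; some results filed as inactive read as strong as hits; confirmed hits need IC50 under 10 µM and bright autofluorescent wells are also inconclusive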
Dengue-2 NS5 capping: flavivirus cap methylation enzyme inhibition – biochemical, confirmation dose response, primary screen (AID 588689); Dengue-2 NS5 methyltransferase capping enzyme assay, biochemical; higher % means a stronger effect; inhibition, % at 25 µM, or IC50 in µM where a hit was titrated; 0.3% of 340,000 active; in the data active = a potency from the dose series; inconclusive = inhibition above about 29% without an active follow-up result
MgcRacGAP inhibition: MgcRacGAP GTPase-activating activity inhibitors, confirmation, biochemical, ADP Hunter fluorescence; MgcRacGAP-stimulated Rac1 GTP hydrolysis, ADP Hunter fluorescence; higher % means a stronger effect; GST-tagged Rac1 F28L mutant substrate; inhibition, % at 30 µM; hits with a dose series show IC50 in µM; 0.6% of 340,000 active;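 active = first-screen hits whose inhibition reached a set limit at any dose in the follow-up dose series; inconclusive = inhibition above the set first-screen limit but never retested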;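 note: fluorescence reports GDP produced by GAP-driven GTP hydrolysis; strong numbers were not always called active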
Large T inhibition: SV40 large T antigen inhibitors, biochemical (AID 1903). one-dose inhibition, % at 20 µM; IC50 in µM for titrated hits. 0.39% of 310,000 active. SV40 large T antigen ATPase/helicase inhibition assay; higher % means a stronger effect; in the data active = a potency from the dose series; inconclusive = inhibition mostly from about 32% at the one dose, without a potency; inactive = the rest, 99 in 100 with inhibition below about 32%; note: strong numbers were not always called active
Yfh1-depleted yeast: mitochondrial function rescue without frataxin homolog – Friedreich's ataxia, plus single-dose screen, dose response (AID 1465); S. cerevisiae Yfh1-off respiration, WST-1 reduction, 72 h; higher fold induction means a stronger effect; one-dose fold induction at 50 µM; EC50 in µM for titrated hits; 0.074% of 220,000 active;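 active = fold induction of absorbance versus untreated yeast above a set limit, then at least 30% activation at any dose in follow-up; inconclusive = repeats straddling the limit, or above it without dose testing; inactive = fold induction below the set limit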;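 note: activators that raise dye reduction in frataxin-depleted yeast; strong numbers were not always called active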
AID2073: inhibitors of Mint1-CaV2.2 protein interaction, biochemical, HTRF (AID 2073) | HTRF protein-protein interaction, Mint1-CaV2.2; higher % means a stronger effect | one-dose inhibition, % at 20 µM; IC50 in µM for titrated hits | 0.19% of 290,000 active; in the data active = inhibition mostly above about 51%, no sharp cut-off; inconclusive = no clear call, values can overlap the other calls; inactive = mostly below about 53%; note: some results filed as inactive read as strong as hits
NTR1 agonist: agonists of NTR1, primary screen, imaging, U2OS cells, beta-arrestin-GFP, high content (AID 493036); activation, % at 20 µM; 0.17% of 330,000 active; P30989; NTR1-U2OS beta-arrestin-GFP spot imaging, agonist mode;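 active = activation at or above 40% of the spot to cytoplasm intensity ratio, with at least 20 cells analyzed; inconclusive = wells under 20 cells, flagged as cytotoxic or low count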;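 note: 0% = DMSO without peptide and 100% = 100 nM NTR1 peptide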
Target sequence (P30989 whole entry, looked up): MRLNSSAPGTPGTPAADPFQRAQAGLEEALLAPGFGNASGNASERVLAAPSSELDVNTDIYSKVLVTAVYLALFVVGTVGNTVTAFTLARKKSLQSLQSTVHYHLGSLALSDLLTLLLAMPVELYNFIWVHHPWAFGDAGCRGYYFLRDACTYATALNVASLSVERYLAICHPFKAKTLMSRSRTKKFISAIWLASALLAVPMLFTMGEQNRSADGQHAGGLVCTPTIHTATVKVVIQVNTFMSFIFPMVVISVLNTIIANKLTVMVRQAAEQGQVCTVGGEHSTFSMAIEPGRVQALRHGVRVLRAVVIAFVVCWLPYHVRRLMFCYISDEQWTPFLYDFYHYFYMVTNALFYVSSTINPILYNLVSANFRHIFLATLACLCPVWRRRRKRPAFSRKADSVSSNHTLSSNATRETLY
GPR35 antagonists: GPR35 antagonists blocking zaprinast-driven arrestin recruitment, primary screen, imaging, U2OS, beta-arrestin-GFP, zaprinast agonist (AID 2058) | U2OS GPR35 beta-arrestin-GFP translocation imaging, zaprinast antagonism; higher % means a stronger effect | 0.052% of 290,000 active | inhibition, % at 10 µM, or IC50 in µM where a hit was titrated;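 active = inhibition of at least 50% with at least 30 cells and total cytoplasm GFP at most 10,000,000; inconclusive = under 30 cells or total GFP of 10,000,000 plus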
NTR1 agonist cell count 20 µM: second read-out of NTR1 agonist, no call of its own (marks repeat the call); cell count; measured here: cell count, cytotoxicity flag
Starred values were filed as active, the others as inactive; i = inactive; ? = inconclusive; · = not tested or not shown.

No.	Molecule	GPR55 activation	GPR55 LPI antagonism	Dengue-2 NS5 capping	MgcRacGAP inhibition	Large T inhibition
1	COc1ccc(-c2cccc(NS(=O)(=O)c3ccc([N+](=O)[O-])cc3)c2)nn1	·	·	-7%	3%	8%
2	CCCN(CCC)C(=O)C1c2ccccc2Oc2ccccc21	-0.2%	8%	?	10%	8%
3	CC1=NN(C(C#N)c2ccccc2)C(c2ccccc2)C1 (stereo not drawn)	1.2%	2%	·	·	15%
4	CC1Cc2ccccc2N1C(=O)c1ccc2nccnc2c1 (stereo not drawn)	-0.1%	4%	3%	7%	13%
5	O=C1N/C(=N/N=C/c2ccccc2O)SC1Cc1ccc(F)cc1 (stereo not drawn)	-0.1%	-14%	-7%	7%	13%
6	COc1cc2ccnc(Cc3cccc(OC)c3OC)c2cc1OC	0.1%	-10%	-8%	1%	1%
7	Cc1cc(C(F)F)n2nc(C(=O)Nc3sc4c(c3C#N)CCC(C)C4)nc2n1 (stereo not drawn)	0.0%	5%	3%	5%	8%
8	COc1cccc(Cn2nc3c4cc(F)ccc4n(Cc4ccc(F)cc4)cc-3c2=O)c1	0.0%	-1%	-1%	·	1%

No.	Yfh1-depleted yeast	AID2073	NTR1 agonist	NTR1 agonist cell count 20 µM	GPR35 antagonists
1	·	·	0.1	62	·
2	i	-3%	3.9	40	7%
3	i	7%	4.1	45	7%
4	·	1%	0.2	60	14%
5	i	27%	4.7	66	-18%
6	i	-4%	-0.2	58	5%
7	i	-25%	2.7	93	3%
8	·	18%	0.2	90	16%

Next part.
No.	Molecule	GPR55 activation	GPR55 LPI antagonism	Dengue-2 NS5 capping	MgcRacGAP inhibition	Large T inhibition
9	Cc1ccc(CNS(=O)(=O)c2ccc3c(c2)n(C)c(=O)n3C)cc1	-0.2%	-3%	-5%	7%	4%
10	Cc1[nH]nc2c1C(c1ccc(F)cc1)C(C#N)=C(N)O2 (stereo not drawn)	0.3%	-2%	-8%	12%	27%
11	Cn1c(=O)c([N+](=O)[O-])c(NCCCn2ccnc2)c2ccccc21	1.2%	-3%	-10%	5%	5%
12	O=[N+]([O-])c1cccnc1Oc1ccc(C2SCCS2)cc1	0.5%	7%	-3%	7%	11%
13	Cc1ccsc1/C=N/NC(=O)c1nnn(-c2nonc2N)c1-c1ccc2c(c1)OCO2	0.6%	2%	-9%	11%	1%
14	CC(=O)Nc1ccc(NC(=O)COC(=O)C2c3ccccc3Oc3ccccc32)cc1	0.1%	2%	-1%	4%	-6%
15	C=CCN(C)NC(=O)Nc1ccccc1	0.0%	-3%	6%	4%	-1%
16	O=C(NC1CCN(c2ncccn2)CC1)c1cccc(F)c1	-0.1%	-10%	4%	1%	5%

No.	Yfh1-depleted yeast	AID2073	NTR1 agonist	NTR1 agonist cell count 20 µM	GPR35 antagonists
9	·	7%	-0.2	55	7%
10	i	18%	0.7	52	14%
11	i	-2%	-0.3	54	-1%
12	i	34%	1.3	55	32%
13	·	2%	3.5	65	-2%
14	i	-3%	·	·	0%
15	i	2%	0.5	101	-1%
16	·	18%	-0.3	50	-7%

New compounds follow:
No.	Molecule	GPR55 activation	GPR55 LPI antagonism	Dengue-2 NS5 capping	MgcRacGAP inhibition	Large T inhibition
17	O=c1ccc2ccccc2o1	0.2%	-10%	-8%	3%	8%
18	O=S(=O)(NC1CC1)c1ccc2c3c(cccc13)CC2	-0.2%	9%	-2%	-2%	5%
19	CC(C)c1nc(CNC(=O)CC2C(=O)NCCN2Cc2ccoc2)cs1 (stereo not drawn)	0.1%	-12%	-3%	3%	0%
20	COc1ccc(-c2cc3ccccc3oc2=O)cc1	·	·	-9%	-1%	3%
21	O=C1c2ccccc2C(=O)N1CCCc1nc(-c2ccc(Cl)cc2)no1	-0.2%	3%	-3%	2%	1%
22	O=[N+]([O-])c1cccc(-c2nnc3c4ccccc4c4ccccc4n23)c1	0.0%	-13%	-2%	-6%	-2%
23	Cc1ccc(C)n1-n1c(C)nc2sc3c(c2c1=O)CCCCC3	-0.1%	-1%	9%	8%	0%
24	CCn1cc(C(=O)N[C@@H](CCSC)C(=O)NCCCn2ccnc2)c(=O)c2cc3c(cc21)OCO3	0.3%	5%	-2%	2%	5%

No.	Yfh1-depleted yeast	AID2073	NTR1 agonist	NTR1 agonist cell count 20 µM	GPR35 antagonists
17	i	-2%	1.7	58	17%
18	i	-1%	-0.7	85	3%
19	i	1%	0.3	51	-2%
20	·	·	-0.2	54	·
21	i	-5%	-2.1	102	15%
22	i	-4%	7.5	79	6%
23	i	-10%	1.6	54	5%
24	·	20%	-1.0	53	13%

2 compounds drawn at random from those above, as already listed:
No.	Molecule	GPR55 activation	GPR55 LPI antagonism	Dengue-2 NS5 capping	MgcRacGAP inhibition	Large T inhibition
17	O=c1ccc2ccccc2o1	0.2%	-10%	-8%	3%	8%
21	O=C1c2ccccc2C(=O)N1CCCc1nc(-c2ccc(Cl)cc2)no1	-0.2%	3%	-3%	2%	1%

No.	Yfh1-depleted yeast	AID2073	NTR1 agonist	NTR1 agonist cell count 20 µM	GPR35 antagonists
17	i	-2%	1.7	58	17%
21	i	-5%	-2.1	102	15%

(continued)
No.	Molecule	GPR55 activation	GPR55 LPI antagonism	Dengue-2 NS5 capping	MgcRacGAP inhibition	Large T inhibition
25	COc1ccc(CNC(=O)CCCn2c(=S)[nH]c3cc4c(cc3c2=O)OCO4)cc1	-0.1%	9%	-1%	10%	11%
26	CCOC(=O)N1CCN(c2c(NC3CCN(Cc4ccccc4)CC3)c(=O)c2=O)CC1	-0.1%	-2%	-6%	8%	8%
27	Cc1cccc(-n2ncc3c2CCCC3NC(=O)CCCN2CCCCC2=O)c1C (stereo not drawn)	-0.1%	11%	1%	2%	3%
28	CNC(=O)c1nc(C)n(-c2cc(Cl)cc(Cl)c2)n1	-0.2%	5%	-6%	-1%	10%
29	COc1cccc(-n2c(=O)c3cc(OC)c(OC)cc3n(CC(=O)Nc3cc(C)[nH]n3)c2=O)c1	-0.1%	8%	1%	2%	5%
30	CNc1nnc(-c2cccc(N(C)C)c2)s1	0.2%	-1%	1%	4%	-11%
31	COc1cccc(CNC(=O)CCC2CCCN(C(=O)C3CCOCC3)C2)c1 (stereo not drawn)	0.0%	-9%	4%	13%	8%
32	CN1CCN(C(=O)Nc2ccc([N+](=O)[O-])cc2)CC1	-0.1%	-10%	-5%	-2%	1%

No.	Yfh1-depleted yeast	AID2073	NTR1 agonist	NTR1 agonist cell count 20 µM	GPR35 antagonists
25	·	12%	1.0	58	-1%
26	i	13%	-2.4	84	-10%
27	·	?	1.1	45	-7%
28	i	3%	2.2	79	3%
29	i	7%	0.4	59	3%
30	i	24%	-0.2	60	6%
31	i	27%	0.0	63	14%
32	i	1%	1.0	51	-6%

Further records.
No.	Molecule	GPR55 activation	GPR55 LPI antagonism	Dengue-2 NS5 capping	MgcRacGAP inhibition	Large T inhibition
33	Cc1cc(C)cc(CC2CC(=O)N(c3ccc4c(c3)OCCO4)C2=O)c1 (stereo not drawn)	0.2%	13%	-6%	12%	19%
34	Cc1ccc2nccc(C(=O)N3CCCC(Nc4ccc(F)cc4)C3)c2c1 (stereo not drawn)	-0.1%	8%	-9%	6%	14%
35	COCCN(CCOC)C(=S)Nc1ccccc1Cl	0.4%	22%	-1%	4%	4%
36	Cc1cnc(CN(C)C(=O)c2cc(COc3c(F)cccc3F)on2)[nH]1	0.5%	0%	9%	-6%	-2%
37	CCO[C@@H]1OC(C(=O)O)=C[C@H](c2ccc(Br)cc2)[C@H]1CCCO	0.5%	2%	-8%	4%	1%
38	O=C(c1cc(-c2ccccc2)on1)N1CCN(Cc2ccc3c(c2)OCO3)CC1	-0.1%	-4%	3%	-2%	-1%
39	COc1ccccc1OCc1cc(C(=O)NCc2ccc(N3CCCC3=O)cc2)no1	-0.2%	-10%	3%	-4%	-6%
40	COc1ccc(S(=O)(=O)N2CCN(Cc3cc(OC)c(OC)cc3OC)CC2)cc1	-0.1%	9%	5%	30%	6%

No.	Yfh1-depleted yeast	AID2073	NTR1 agonist	NTR1 agonist cell count 20 µM	GPR35 antagonists
33	i	0%	1.9	59	-4%
34	·	-1%	0.3	44	5%
35	i	-13%	2.5	43	6%
36	i	-15%	-1.3	68	2%
37	i	-2%	0.4	87	-10%
38	i	5%	5.8	57	2%
39	·	-6%	-0.3	55	12%
40	·	-2%	-0.1	98	7%

(list continues)
No.	Molecule	GPR55 activation	GPR55 LPI antagonism	Dengue-2 NS5 capping	MgcRacGAP inhibition	Large T inhibition
41	CCN1CCN(Cc2nc3c(c(=O)n(C)c(=O)n3C)n2Cc2ccccc2Cl)CC1	-0.1%	2%	·	·	20%
42	CSCCC(NC(=O)c1ccc(Cl)cc1)C(=O)OCC(=O)NCc1ccco1 (stereo not drawn)	·	·	-4%	5%	9%
43	O=C(c1cc(F)ccc1F)C1CCCN(C(=O)CSc2ccccn2)C1 (stereo not drawn)	-0.3%	11%	-1%	11%	3%
44	O=C(CN1CCN(S(=O)(=O)c2ccc(F)cc2)CC1)Nc1ccccc1F	-0.1%	13%	-6%	6%	4%
45	Cc1cc(C)n(CCNC(=O)c2cc(COc3ccc(F)cc3Cl)on2)n1	0.0%	-4%	-12%	5%	6%
46	CC(=O)c1ccc(OCCCC(=O)NCC(c2ccco2)N(C)C)cc1 (stereo not drawn)	-0.1%	-10%	-3%	7%	14%
47	Cc1noc(C)c1COc1ccc(C(=O)OCC(=O)N2c3ccccc3NC(=O)C2(C)C)cc1	-0.1%	11%	3%	5%	9%
48	COc1cc(/C=C/C(=O)N2CCc3ccccc3C2)cc(OC)c1OC	-0.1%	3%	0%	7%	6%

No.	Yfh1-depleted yeast	AID2073	NTR1 agonist	NTR1 agonist cell count 20 µM	GPR35 antagonists
41	i	-5%	·	·	6%
42	·	·	-0.1	43	·
43	i	12%	-0.8	90	-8%
44	i	-7%	3.8	62	6%
45	i	-6%	-0.3	88	-10%
46	i	4%	-3.3	87	3%
47	i	14%	1.8	49	8%
48	·	4%	-0.4	60	-16%

Taken from above.
In MgcRacGAP inhibition, entry 43 is listed with 11%
In MgcRacGAP inhibition, entry 46 is listed with 7%
In GPR35 antagonists, entry 41 is listed with 6%
